# LYPLA2 counter = blocks human lysophospholipase 2, a PME1 counter-screen | O95372 | 320,000 compounds, 0.38% hits | recombinant LYPLA2, FP-Rh probe fluorescence polarization | inhibition, % at 5.9 µM;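 active means inhibition above the screen-wide mean plus 3 SD, limit set per campaign, cut at about 26% in these data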;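 further: 0% = LYPLA2 with DMSO and 100% = wells lacking LYPLA2 enzyme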
# PAFAH1B3 inh = blocks human PAF acetylhydrolase 1B catalytic subunit 3; 340,000 compounds, 0.28% hits; AID 492972; recombinant PAFAH1B3, FP-rhodamine probe, fluorescence polarization; Q15102; inhibition, % at 3.39 µM;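 active means inhibition above the screen-wide average of all tested compounds plus 3 SD, cut at about 25% in these data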;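 further: 0% = enzyme with DMSO only and 100% = wells lacking PAFAH1B3 protein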
# PAD4 FP inh = inhibitors of human PAD4; Q9UM07; recombinant PAD4, RCA probe fluorescence polarization; inhibition, % at 6.36 µM; 330,000 compounds, 0.41% hits;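 active means percent inhibition above a cutoff equal to the mean of all tested compounds plus 3 SD, cut at about 15% in these data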;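 further: 0% = PAD4 with RCA probe and DMSO and 100% = probe without PAD4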
# GSTO1 inh = counter-screen for RBBP9 inhibitors: inhibitors of human GSTO1 | P78417 | recombinant GSTO1, activity-based probe fluorescence polarization | inhibition, % at 5.96 µM | 300,000 compounds, 1.1% hits | AID 1974;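 active means inhibition above the campaign mean inhibition plus 3 SD, cut at about 35% in these data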;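 further: 0% = GSTO1-1 with DMSO and 100% = wells lacking GSTO1-1 enzyme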
# pPAFAH FP inh = pPAFAH (human) enzyme inhibition; Q13093; recombinant pPAFAH, FP-rhodamine probe fluorescence polarization; inhibition, % at 3.39 µM; 330,000 compounds, 1.5% hits;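 active means inhibition above the mean inhibition across the screen plus 3 SD, cut at about 25% in these data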;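 further: inhibitors block binding of the rhodamine activity-based probe so polarization drops; 0% = enzyme with DMSO and 100% = wells lacking pPAFAH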
# Target sequence (Q13093 whole entry, looked up): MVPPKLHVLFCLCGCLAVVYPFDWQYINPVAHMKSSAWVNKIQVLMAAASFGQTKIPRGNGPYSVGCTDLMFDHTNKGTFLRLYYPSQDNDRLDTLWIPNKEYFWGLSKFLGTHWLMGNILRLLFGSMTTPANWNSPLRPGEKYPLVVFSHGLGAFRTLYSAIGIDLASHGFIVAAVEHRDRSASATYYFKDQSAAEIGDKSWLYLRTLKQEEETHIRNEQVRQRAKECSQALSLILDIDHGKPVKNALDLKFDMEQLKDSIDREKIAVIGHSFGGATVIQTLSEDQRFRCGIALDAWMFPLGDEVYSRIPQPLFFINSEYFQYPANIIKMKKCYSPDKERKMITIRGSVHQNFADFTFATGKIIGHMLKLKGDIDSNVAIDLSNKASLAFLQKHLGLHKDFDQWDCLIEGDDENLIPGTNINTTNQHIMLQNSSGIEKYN
# PME-1 primary = PME-1 (human) inhibition; AID 2130; 320,000 compounds, 0.53% hits; inhibition, % at 5.9 µM; recombinant PME-1, FP-Rh probe fluorescence polarization; Q9Y570;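 active means inhibition above the campaign mean of all compounds plus 3 SD, cut at about 26% in these data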;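 further: competitive labeling of PME-1 active site by serine hydrolase directed probe; 0% = PME-1 with DMSO and 100% = wells lacking PME-1 enzyme; inhibitors block probe labeling so polarization falls and inhibition rises; many of its hits are not listed in these tables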
# Target sequence (Q9Y570 whole entry, looked up): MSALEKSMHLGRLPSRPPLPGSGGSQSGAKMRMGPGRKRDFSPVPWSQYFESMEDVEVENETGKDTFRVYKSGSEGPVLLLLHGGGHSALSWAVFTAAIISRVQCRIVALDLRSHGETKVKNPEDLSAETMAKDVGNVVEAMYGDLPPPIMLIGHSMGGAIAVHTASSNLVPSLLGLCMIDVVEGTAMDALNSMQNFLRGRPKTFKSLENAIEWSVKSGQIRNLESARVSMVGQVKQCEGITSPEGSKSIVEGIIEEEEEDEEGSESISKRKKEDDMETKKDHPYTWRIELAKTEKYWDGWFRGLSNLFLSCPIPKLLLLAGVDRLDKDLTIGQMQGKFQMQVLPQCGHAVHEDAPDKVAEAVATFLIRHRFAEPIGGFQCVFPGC
# LYPLA1 counter = blocks human lysophospholipase 1, a PME1 counter-screen. O75608. recombinant LYPLA1, FP-Rh probe fluorescence polarization. inhibition, % at 5.9 µM. 320,000 compounds, 0.16% hits;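 active means inhibition above the mean of all tested compounds plus 3 SD, set per campaign, cut at about 14% in these data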;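 further: inhibitors block serine hydrolase probe labeling of LYPLA1 so polarization falls; 0% = enzyme with DMSO and 100% = wells lacking LYPLA1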
# Target sequence (O75608 whole entry, looked up): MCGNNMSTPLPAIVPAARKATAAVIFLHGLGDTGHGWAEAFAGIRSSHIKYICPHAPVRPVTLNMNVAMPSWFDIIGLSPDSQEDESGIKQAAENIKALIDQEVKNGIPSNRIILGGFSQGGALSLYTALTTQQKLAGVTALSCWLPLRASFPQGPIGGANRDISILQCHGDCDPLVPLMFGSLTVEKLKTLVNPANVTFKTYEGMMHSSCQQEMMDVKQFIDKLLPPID
# PAFAH1B2 FP inh = PAFAH1B2 (human) inhibition; 340,000 compounds, 1.2% hits; P68402; recombinant PAFAH1B2, FP-rhodamine activity probe, fluorescence polarization; AID 492953; inhibition, % at 3.39 µM;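 active means inhibition above the mean of all tested compounds plus 3 SD, cut at about 24% in these data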;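 further: 0% = enzyme with DMSO and 100% = wells lacking PAFAH1B2; many of its hits are not listed in these tables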
# PAFAH2 inh = inhibitors of human PAFAH2; 340,000 compounds, 0.99% hits; inhibition, % at 3.39 µM; recombinant PAFAH2, FP-rhodamine activity probe, fluorescence polarization; Q99487;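 active means inhibition above the mean over all tested compounds plus 3 SD, cut at about 30% in these data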;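 further: inhibitors block probe labeling of enzyme so polarization drops; 0% = enzyme with DMSO and 100% = wells lacking PAFAH2 protein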
# Active calls of the source: *; · = no result given. An excerpt. The share of hits here may be higher or lower than overall.
SMILES,LYPLA2 counter,PAFAH1B3 inh,PAD4 FP inh,GSTO1 inh,pPAFAH FP inh,PME-1 primary,LYPLA1 counter,PAFAH1B2 FP inh,PAFAH2 inh
Cc1ccccc1-c1cc(C(=O)Nc2sc(C)c(C)c2C(N)=O)c2ccccc2n1,-13,0,-1,-13,6,-4,-13,0,1
CN(CC(=O)Nc1ccccc1Cl)C(=O)COC(=O)c1ccc(=O)n(Cc2ccccc2)n1,-2,6,-4,10,8,2,-2,-3,4
CC1CN(S(=O)(=O)c2cc(C(=O)NC(C)c3cccnc3)ccc2Cl)CC(C)O1 (stereo not given),·,4,1,·,0,·,·,5,2
CCOc1ccc2nc(NC(NC(=O)CC)(C(=O)OC)C(F)(F)F)sc2c1 (stereo not given),5,-8,4,9,-2,-1,-2,0,-8
C=CCOc1cccc(CNn2nnnc2N)c1,-2,-3,-8,3,-4,0,1,2,1
COC(=O)[C@H](CCSC)NC(=O)[C@@H](Cc1cnc[nH]1)NC(=O)OCc1ccccc1,-4,5,-5,27,12,0,-1,3,1
Cc1cc(=O)oc2cc(OCC(=O)NCc3cccnc3)ccc12,2,9,3,4,1,-1,2,1,-2
O=C(CSc1ncccc1C(=O)O)c1ccccc1F,3,2,-2,7,2,0,1,-1,-1
O=c1oc2ccccc2nc1/C=C(\O)c1ccc(Br)cc1,-3,4,-12,18,2,4,-2,8,-2
Cc1cc2ccccc2n1CCNC(=O)c1ccc(Br)o1,-2,6,3,1,10,0,3,5,1
CC(=O)c1ccccc1OCCCN1CCCCC1,0,10,2,3,2,1,-1,8,-2
CCc1ccc(OCC(=O)NC(NC(=S)Nc2ccc(Cl)cc2)C(Cl)(Cl)Cl)cc1 (stereo not given),-24,-5,-11,-3,-12,-19,-8,-5,-13
COc1ccnc(N=CNOCc2ccc(Cl)cc2)c1C#N,1,-6,-1,-4,-3,0,3,3,-3
Cc1ccc(CNC(=O)CNC(=O)c2ccc(Br)o2)cc1,0,17,-9,4,3,4,0,-1,-1
Cc1ccc(C)c(C(=O)Nc2ccncc2)c1,-2,8,1,-7,-5,-2,1,2,6
COc1cc(OC)c(C(=O)O/N=C(\N)c2ccc(C)cc2)cc1OC,-1,11,-6,-6,3,0,-5,5,-7
COc1ccc(/C=N/OC/C(O)=C(\C#N)c2nc3ccccc3[nH]2)cc1,-6,12,-4,9,2,4,-1,6,10
CCNC(=O)NC(=O)CSc1nnc(-c2c[nH]c3ccccc23)o1,-2,13,4,0,-3,-2,-3,0,5
COCCn1c(CCC(=O)O)ccc1-c1cccs1,-2,-4,2,8,6,1,3,-4,-4
Fc1ccc(NC(=S)NC23CN4CN(CN(C4)C2)C3)cc1,6,0,3,2,-2,0,3,-5,-8
Nc1ccc[n+](CC(=O)c2ccccc2)c1,0,2,-1,2,6,-3,-2,4,2
Cc1nn(-c2ccccc2)c(=S)c2ccccc12,-1,2,-1,-1,1,-1,-1,-1,-5
Cc1cc(NC(=O)c2cc(-c3ccc4c(c3)OCO4)on2)n(-c2ccccc2)n1,-3,-8,-2,-2,-2,-6,-8,1,-4
CCC(C(=O)NCc1ccco1)n1nc(C)n2c(cc3occc32)c1=O (stereo not given),1,3,3,2,6,-1,-2,3,1
Cc1ccc(Nc2ccc([N+](=O)[O-])ccc2=O)cc1,9,1,0,5,2,4,0,2,-1
COc1ccc(C(=O)NNC(=O)Cn2nnc(-c3ccc(OC)c(OC)c3)n2)cc1,1,5,-7,-2,8,1,0,3,-7
Cc1cccc(C2=NN(c3ccc(Br)cc3)[C@@H](C(=O)N3CCOC3=O)[C@@H]2C)c1,·,14,-4,·,12,·,·,5,0
CSc1ccc(S(=O)(=O)NCC(=O)OCC(=O)NCCc2ccccc2)cc1[N+](=O)[O-],13,10,-1,1,14,4,6,1,9
N#Cc1c(N)nc2c(c1-c1ccc(F)cc1)c(=O)nc1sccn12,3,1,-1,-2,8,5,7,1,6
CCCC(=O)Nc1ccc(C(=O)NNC(=O)c2cccs2)cc1,0,-1,2,4,4,3,-1,-2,1
COc1ccc(CCN(Cc2cccs2)S(=O)(=O)c2ccc(-n3cnnn3)cc2)cc1OC,6,0,1,1,1,2,2,4,-3
C/C=C(\C)C(=O)NCCN1C2=NC[C@H](Cc3ccc(O)cc3)N2C[C@H]1Cc1ccc(O)cc1,0,1,1,1,3,2,1,2,1
COC(=O)c1ccccc1NC(=O)N1CCN(c2ccc(OC)cc2)CC1,-2,2,3,9,3,-3,-2,-1,3
C=CCc1c(C)[nH]c2ccc(C)cc2c1=O,2,6,5,-1,1,-1,-3,4,2
CC(=O)Nc1cccc(Oc2ncnc3scc(-c4ccccc4)c23)c1,-5,0,-3,-3,9,15,-4,-6,3
COc1ccc(C(=O)OCC(=O)NC(C)CCc2ccccc2)cc1OC (stereo not given),0,-2,3,-6,11,5,-4,6,74*
CCc1ccc(OCCn2ccnc2)cc1,-2,7,-2,4,3,0,-1,2,-2
O=C(Nc1ccc(N2CCN(C(=O)c3ccccc3)CC2)c(Cl)c1)c1ncn[nH]1,15,-1,4,1,3,-2,4,-2,9
CC12CCCCN1CCCc1c2[nH]c2ccccc12 (stereo not given),-2,3,-1,2,0,1,0,2,0
CCOc1cc(/C=N/NC(=O)c2ccccn2)ccc1OC(=O)c1cccs1,-2,9,1,-4,11,-1,-7,-3,6
O=C(NNC(=S)Nc1ccc(Br)cc1)c1cccnc1,4,7,3,-4,4,3,2,-2,4
Cc1c(C(=O)OCC(=O)Nc2ccc(C(N)=O)cc2)cccc1[N+](=O)[O-],-3,10,6,-1,3,5,-4,0,2
O=C(N/N=C/c1cc(Br)ccc1O)C(c1ccncc1)N1CCOCC1 (stereo not given),7,12,4,7,7,1,-1,-3,10
CCNC(=O)COC(=O)c1cc(=O)[nH]c2ccccc12,-1,4,0,-3,1,0,-2,3,5
O=C(c1ccccc1NS(=O)(=O)c1ccccc1[N+](=O)[O-])N1CCCC1,-5,5,-8,-4,-7,-1,2,6,7
COc1ccccc1C(=O)N1CCN=C1c1ccccc1,-5,5,0,3,2,6,0,-2,-3
C=CCOc1ccc2c(c1)C(=NO)c1cc(OCC=C)ccc1-2,-15,3,2,1,-10,-7,-10,-4,-7
CCOC(=O)CC1C(=O)NCCN1Cc1cccc(C(F)(F)F)c1 (stereo not given),-4,3,0,5,6,2,2,4,-5
O=Cc1cnc2ccccc2c1-c1ccccc1,3,3,-1,-3,10,2,-1,0,0
C(=Nc1ccc(Nc2ccccc2)cc1)c1ccc2ccccc2c1,7,5,24*,34,11,1,1,5,7
CCC1CC(C(=O)Nc2ccccc2)C(=O)O1 (stereo not given),-1,8,-1,-3,-2,3,0,8,-6
Cc1ccc(S(=O)(=O)Nc2c(Cl)c(Cl)c(O)c3ccccc23)cc1,4,·,-17,77*,2,2,2,·,·
O=C(CSc1ncnc2sc(-c3ccccc3)cc12)NC1CCS(=O)(=O)C1 (stereo not given),4,8,0,-17,8,0,-2,4,-1
O=C(NCCCN1CCOCC1)c1ccc(CS(=O)(=O)Cc2ccccc2Cl)o1,-4,8,-1,6,-6,6,-2,2,7
O=C(COc1coc(CN2CCN(c3ccccc3)CC2)cc1=O)Nc1cccc(F)c1,-4,6,3,-2,5,3,0,1,16
CCOC(=O)C1CCN(CCC(=O)Nc2cccc(C)c2)CC1,-2,6,-3,10,-2,1,3,5,0
C=CCN1C(=O)C2C(C(=O)NCc3ccccc3)C3C=CC2(O3)C1C(=O)NC(C)(C)C (stereo not given),-4,10,2,0,1,-3,0,7,6
Nc1nc(SCC(=O)N2CCc3ccccc3C2)[nH]c(=O)c1-c1ccccc1,-2,-1,-6,-2,-2,-8,4,0,5
Cc1ccc(S(=O)(=O)NCC(=O)N(CC(=O)NCc2ccco2)Cc2ccco2)cc1,-3,1,-1,8,0,-1,-4,4,2
COc1cc(CCC(=O)NCc2ccc(F)cc2)cc(OC)c1OC,-3,-2,3,-6,6,-2,0,3,0
# (list continues)
SMILES,LYPLA2 counter,PAFAH1B3 inh,PAD4 FP inh,GSTO1 inh,pPAFAH FP inh,PME-1 primary,LYPLA1 counter,PAFAH1B2 FP inh,PAFAH2 inh
COc1ccc(Cl)cc1NC(=O)CN(C)C(=O)C1CC1,·,-3,5,·,5,·,·,3,-4
C=CCCCCCCCCc1nc(SCC(C)=O)n[nH]1,15,-5,0,-8,10,-2,4,8,-4
Fc1cccc(Nc2ncnc3[nH]ncc23)c1,-2,13,-3,7,3,-3,1,2,4
Cc1ccc(CNC(=O)CSc2nc(=O)n3ccccc3n2)cc1,-3,6,0,2,1,-1,1,5,-1
Cc1nc2c(-c3ccc(F)cc3)c(C)nn2c(C)c1CCC(=O)NCCN1CCOCC1,-4,-9,0,4,0,3,2,10,-5
CC(C)Nc1ccccc1,-1,6,-1,·,0,-1,-3,4,1
Cc1cc(C)n(CC(=O)NNC(=O)c2ccc(OC(F)(F)F)cc2)n1,·,-2,-5,·,0,·,·,6,7
COc1ccc(-c2nc(C#N)c(N3CCOCC3)o2)cc1OC,-4,3,-3,-3,-6,-1,0,0,-7
Cc1cc(C)n(CC(=O)N2CCCC(N3CCN(Cc4ccc5c(c4)OCO5)CC3)C2)n1 (stereo not given),-1,-7,-8,6,4,1,0,2,-2
CC(=O)n1cc(/C=N/NC(=O)c2ccccc2O)c2ccccc21,7,10,4,2,6,3,-3,4,4
COc1cccc(C(C)NC(=O)Nc2ccccc2Cl)c1 (stereo not given),8,6,-3,27,4,-6,2,0,8
O=C(CCl)Nc1cccc(S(=O)(=O)NC2=NCCCCC2)c1,·,-4,0,·,5,·,·,0,1
CC(=O)Nc1cccc(/C(C)=N/NS(=O)(=O)c2ccccc2)c1,-2,·,-7,-3,2,3,-1,·,·
O=C(COc1ccc(S(=O)(=O)NC2CCCCC2)cc1)N1CCN(c2cccc(Cl)c2)CC1,3,5,5,0,28*,-5,-2,0,-6
CCn1c(COc2ccccc2)nnc1SCc1ccc(C#N)cc1,-6,5,-5,-2,1,4,2,-2,-7
O=C(Nc1ccc(Br)cc1)c1cccc(S(=O)(=O)Nc2ccccn2)c1,-5,5,-3,-3,-9,9,-4,0,1
Cc1cc(NC(=O)c2ccc3c(c2)OCCO3)no1,4,4,3,-7,3,-3,-3,2,-4
COc1ccc(/C=C(\C#N)C(=O)NCc2ccccc2)cc1O,1,3,2,2,4,3,4,-4,0
CN(CCO)c1nc(N)c2c(N)nc3c(c2c1C#N)CC(=O)N3C1CCCC1,1,·,16*,14,15,6,-2,·,·
Fc1ccccc1OCCCCN1CCCCC1,1,2,0,-3,2,-6,-2,4,-1
O=C(c1ccc(Cl)cc1)c1ccc(Oc2cc(NN3CCCCC3)c([N+](=O)[O-])cc2[N+](=O)[O-])cc1,-1,2,4,19,1,-3,-5,-1,-2
CCN(CC)CC1C(=O)N(c2ccc(OC)cc2)C1c1ccccc1 (stereo not given),8,1,3,3,2,-9,2,4,-1
CCc1ccc(-c2cc(C(=O)N/N=C/c3c[nH]c4ccccc34)[nH]n2)cc1,-23,6,3,-30,20,40*,-19,0,-14

# Compound activity deposited in PubChem BioAssay by The Scripps Research Institute Molecular Screening Center.
